C8 TRAIL sens: sensitizes caspase-8 expressing cells to TRAIL; NB7+C8 cells + TRAIL, ATPlite viability luminescence; inhibition (viability loss, TRAIL sensitization), % at 10 µM; 360,000 tested, 1% active;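 active means compounds causing at least 50% loss of cell viability in the single-dose screen, relative to plate controls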
TLR9-MyD88 inh: TLR9-MyD88 interaction inhibition | Q9NR96+Q99836 | CHO BLA complementation TLR9-MyD88, CCF4 FRET ratio | inhibition, % at 4.98 µM | 340,000 tested, 0.21% active;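 active means inhibition above the mean over all tested compounds plus 3 SD, cut at about 21% in these data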;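 further: 0% = DMSO only wells and 100% = clavulanate BLA inhibitor control wells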
Target sequence (Q99836 whole entry, looked up): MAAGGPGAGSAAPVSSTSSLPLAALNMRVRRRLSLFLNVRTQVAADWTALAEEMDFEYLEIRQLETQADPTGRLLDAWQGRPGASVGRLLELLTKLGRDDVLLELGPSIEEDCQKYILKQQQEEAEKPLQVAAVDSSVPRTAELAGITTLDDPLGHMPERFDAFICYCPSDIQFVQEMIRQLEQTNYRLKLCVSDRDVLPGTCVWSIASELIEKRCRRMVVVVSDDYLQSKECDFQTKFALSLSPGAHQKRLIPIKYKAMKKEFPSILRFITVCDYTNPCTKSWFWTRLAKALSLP
Target sequence (Q9NR96 whole entry, looked up): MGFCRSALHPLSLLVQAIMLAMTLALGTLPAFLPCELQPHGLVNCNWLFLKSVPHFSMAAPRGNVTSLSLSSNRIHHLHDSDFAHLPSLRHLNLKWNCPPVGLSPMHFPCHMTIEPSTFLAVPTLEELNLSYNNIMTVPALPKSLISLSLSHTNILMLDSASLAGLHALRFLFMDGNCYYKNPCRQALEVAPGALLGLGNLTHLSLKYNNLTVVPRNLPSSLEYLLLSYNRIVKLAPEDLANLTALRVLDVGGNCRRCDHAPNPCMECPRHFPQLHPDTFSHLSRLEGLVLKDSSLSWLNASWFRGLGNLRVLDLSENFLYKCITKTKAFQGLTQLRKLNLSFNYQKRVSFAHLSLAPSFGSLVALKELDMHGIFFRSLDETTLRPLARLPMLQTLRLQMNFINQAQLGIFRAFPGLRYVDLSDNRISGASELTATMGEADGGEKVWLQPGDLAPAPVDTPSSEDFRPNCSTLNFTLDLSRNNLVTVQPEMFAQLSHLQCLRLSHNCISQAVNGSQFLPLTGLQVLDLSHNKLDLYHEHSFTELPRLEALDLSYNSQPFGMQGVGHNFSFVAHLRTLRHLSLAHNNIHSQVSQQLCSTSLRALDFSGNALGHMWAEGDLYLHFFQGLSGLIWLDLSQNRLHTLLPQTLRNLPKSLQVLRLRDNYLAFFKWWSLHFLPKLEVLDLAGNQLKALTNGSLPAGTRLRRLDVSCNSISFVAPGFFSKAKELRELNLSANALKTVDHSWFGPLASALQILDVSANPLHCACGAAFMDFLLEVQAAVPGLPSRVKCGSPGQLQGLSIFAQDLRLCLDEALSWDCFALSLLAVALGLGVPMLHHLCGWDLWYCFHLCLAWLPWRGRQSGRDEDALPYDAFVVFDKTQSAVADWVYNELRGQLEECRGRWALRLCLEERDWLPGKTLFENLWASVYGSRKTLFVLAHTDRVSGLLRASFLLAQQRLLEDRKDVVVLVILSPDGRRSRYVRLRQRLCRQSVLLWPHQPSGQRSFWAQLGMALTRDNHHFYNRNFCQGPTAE
NR2F2 inh: blocks human COUP-TFII nuclear receptor. AID 686940. 370,000 tested, 0.7% active. inhibition, % at 8.6 µM. HEK293T NGFI-A luciferase reporter, luminescence;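 active means inhibition above a per-plate cutoff, mean inhibition of test wells between control levels plus 3 SD, cut at about 38% in these data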;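 further: cells cotransfected with COUP-TFII expression vector driving the NGFI-A reporter; 0% = median of COUP-TF2 test wells and 100% = reporter-only cells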
TWEAK-Fn14 inh: inhibitors of TWEAK-Fn14 interaction signaling; TWEAK-stimulated Fn14 reporter cells, luciferase luminescence, 8 h; inhibition, % at 10 µM; 360,000 tested, 2% active; in the data active means inhibition above about 50%
SRC2 inh: inhibits human steroid receptor coactivator 2; Q15596; 370,000 tested, 0.17% active; HEK293 GAL4-SRC2 luciferase reporter, luminescence; inhibition, % at 9 µM;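 active means inhibition above the mean inhibition of all tested compounds plus 3 SD, set per campaign, cut at about 52% in these data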;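 further: 0% = DMSO treated cells and 100% = cells given Gossypol at 36 µM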
LRH-1 inv ag: suppresses constitutive activity of human LRH-1; inhibition, % at 3.6 µM; 360,000 tested, 0.13% active; AID 602396; O00482; HEK293T StAR-luciferase reporter, LRH-1 transfected, 24 h;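 active means inhibition above the mean inhibition of all tested compounds plus 3 SD, cut at about 73% in these data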;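 further: 0% = DMSO wells and 100% = reporter-only cells lacking LRH-1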
SRC1 inh: human NCOA1 inhibition; HEK293 GAL4-SRC1 luciferase reporter, luminescence; inhibition, % at 3.6 µM; 360,000 tested, 0.12% active;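 active means inhibition above the campaign mean plus 3 SD, with each screening campaign given its own cutoff, cut at about 60% in these data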;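 further: 0% = DMSO treated cells and 100% = gossypol at 36 µM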
SRC3 inh: inhibitors of human steroid receptor coactivator 3 (SRC3); 360,000 tested, 0.17% active; inhibition, % at 3.6 µM; HEK293 GAL4-SRC3 luciferase reporter, luminescence; Q9Y6Q9;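 active means inhibition above a per-campaign cutoff, the mean of all compounds plus 3 SD, cut at about 60% in these data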;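 further: 0% = DMSO-treated cells and 100% = gossypol-treated cells at 36 µM; higher means less SRC3-driven luciferase light from the GAL4 reporter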
TROY NFkB inh: blocks TROY-dependent signaling in reporter cells; Q293 LMP1-TROYcd NF-kB luciferase reporter, 4 h; inhibition, % at 10 µM; 360,000 tested, 0.98% active; AID 1347056;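 active means compounds whose plate-normalised and pattern-corrected inhibition of the luciferase reporter signal at the single screening dose is 50% or more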
EBV LMP1 NFkB: reduces LMP1-driven NF-kappaB luciferase signal; AID 504558; LMP1-induced NF-kappaB luciferase reporter cells, luminescence; 350,000 tested, 0.69% active; inhibition, % at 12.5 µM; in the data active means inhibition above about 41%;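 further: 0% = neutral control wells and 100% = reference inhibitor control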
NOD2 RIPK2 PPI: blocks binding of human NOD2 to RIPK2 | O43353 | CHO BLA complementation NOD2-RIPK2, CCF4 ratio | inhibition, % at 4.98 µM | 360,000 tested, 0.38% active; in the data active means inhibition above about 21%;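 further: 0% = vehicle only and 100% = reference blocker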
An asterisk follows results filed as active; / = no result given. The list is partial; rates above refer to the full screens.

SMILES | C8 TRAIL sens | TLR9-MyD88 inh | NR2F2 inh | TWEAK-Fn14 inh | SRC2 inh | LRH-1 inv ag | SRC1 inh | SRC3 inh | TROY NFkB inh | EBV LMP1 NFkB | NOD2 RIPK2 PPI
CCc1ccccc1-n1c(SCC(=O)N2CCCC2)nc2[nH]ncc2c1=O | -7 | 0 | -2 | 9 | -2 | 5 | -33 | 17 | -1 | -25 | 8
Cc1c(C(=O)O)oc2c1/C(=N\O)CCC2 | -5 | -7 | 1 | -9 | -42 | -19 | -13 | -5 | 7 | 1 | -8
CCOc1ccc(C2CC(=O)NC(SCC(=O)OC)=C2C#N)cc1 (centres undefined) | -4 | 0 | 1 | 20 | 26 | -11 | -2 | -10 | -18 | 0 | -11
Cc1noc(NS(=O)(=O)c2ccc(NC(=O)c3ccc(F)cc3)cc2)c1C | 3 | 10 | 14 | -7 | 1 | 4 | 5 | -21 | -21 | -5 | -4
O=C(C1CC(=O)N(c2ccc3c(c2)OCCO3)C1)N1CCN(S(=O)(=O)c2ccccc2F)CC1 (centres undefined) | -2 | -14 | 19 | 83* | -2 | 1 | 6 | 14 | 49 | 10 | -4
Cc1nn(C)cc1NC(=O)c1cc2nc(-c3ccco3)cc(C(F)(F)F)n2n1 | 5 | -8 | 4 | -13 | -4 | 17 | -16 | 8 | 1 | 2 | 3
N#CCc1ccc(C(=O)c2ccccc2F)s1 | -2 | 9 | 8 | 6 | 4 | 14 | 0 | 20 | -2 | -10 | -1
COCCn1c(=NC(=O)C2COc3ccccc3O2)sc2cc(S(N)(=O)=O)ccc21 (centres undefined) | -4 | -7 | 11 | -5 | 11 | -2 | 0 | 1 | -1 | 12 | -5
CN(C)c1ccc(NC(=O)COC(=O)c2ccc3c(c2)OCO3)cc1 | 1 | -11 | -26 | 13 | 10 | 10 | 5 | -1 | -7 | -2 | -4
CC(C)NC(=S)N=Nc1c(O)[nH]c2ccc([N+](=O)[O-])cc12 | 21 | 7 | -5 | 3 | -2 | 15 | 6 | -1 | -7 | 5 | -4
CCCCC1=C(C(=O)OCC)C(C(=O)OCC)Oc2ccccc21 (centres undefined) | 27 | -1 | 1 | -1 | 9 | -6 | -16 | 8 | 4 | -10 | 1
CC(=O)Nc1cccc(-c2cc(C)c3cc4c(cc3n2)OCO4)c1 | 0 | -5 | -32 | -42 | -44 | -73 | -64 | -94 | -90 | -40 | 8
CC(=O)c1sc(N/N=C\c2ccc(Br)cc2)nc1C | 10 | 5 | -57 | -30 | -47 | -59 | -70 | -49 | -75 | -29 | 1
CN1OC[C@@H]2CN(Cc3cc(Cl)cc(Cl)c3)[C@H](c3cccc(-c4ccc(C#N)cc4)c3)C[C@@H]21 | 11 | 8 | 6 | 17 | 1 | 13 | 10 | 15 | -14 | 3 | -2
N#CCCSCc1ccc(C(=O)O)o1 | 31 | -3 | 3 | 8 | -10 | -4 | 17 | 7 | 3 | -3 | -15
CN(CC(=O)NC(=O)NC1CCCCC1)Cc1ccccc1 | 8 | 4 | -6 | -34 | -14 | -30 | -30 | -2 | -27 | -3 | -11
CC(=O)Nc1ccc(-c2csc(Nc3ccc(Cl)cn3)n2)cc1 | 21 | -2 | 23 | 49 | 18 | -25 | -23 | 15 | 9 | 8 | 0
CCc1nc2cc(C)nn2c2nc3ccccc3n12 | 1 | 6 | 3 | 16 | 16 | 5 | 2 | -5 | 2 | 3 | -8
S=C(NCc1ccco1)Nc1ccc(Cl)c(Cl)c1 | 0 | 0 | 3 | 25 | 24 | -9 | 7 | 6 | 5 | -12 | 0
O=C(CSc1nnc(-c2ccncc2)o1)NCc1ccccc1Cl | 13 | 3 | -2 | -9 | -14 | 17 | -9 | 2 | -6 | 7 | -6
COC(C[C@H](O)[C@H](C)[C@H](O)COCc1ccccc1)OC | 2 | -8 | -4 | 3 | -11 | 3 | -13 | 8 | -13 | 1 | 2
CC(=O)Nc1ccc(OCCOc2ccc(/C=C3/C(=N)N4C=CSC4=NC3=O)cc2)cc1 | -7 | -10 | 0 | 13 | 1 | 19 | 4 | 4 | -5 | -4 | -5
CSC1=C(C#N)C(c2ccccc2C)C(C#N)=C(N)N1 (centres undefined) | 3 | 4 | -3 | 14 | -4 | 1 | -7 | -14 | 17 | -1 | -5
C/C(Cn1cnc([N+](=O)[O-])n1)=N/NC(=O)COc1ccccc1Cl | -5 | 5 | -17 | 0 | -13 | -6 | -1 | 1 | -18 | -15 | 0
COc1ccc(/C=C2/C(=O)N(c3ccccc3)N=C2C)cc1OC | 6 | -7 | 16 | -11 | 3 | 7 | 4 | 11 | -14 | -9 | 3
Cc1cccc(NC(=O)CNC(=O)c2cccs2)n1 | -7 | 11 | 3 | 1 | 14 | 4 | -1 | 6 | -22 | 1 | 1
O=C(Nc1ccccc1Cl)C1CCCN(S(=O)(=O)c2cccc3cccnc23)C1 (centres undefined) | 4 | 1 | 4 | -9 | 0 | 16 | 16 | 12 | 6 | 10 | 8
CCc1ccc([C@H]2[C@@H]3C(=O)C[C@@H]4C(=O)N(C)C(=O)[C@@H]4[C@@H]3CN2S(=O)(=O)c2ccc(C)cc2)cc1 | 0 | / | 1 | 3 | 8 | -5 | 5 | 13 | 13 | / | 11
CC(C)(C)C(=O)c1c(N)[nH]c(C(=O)c2ccccc2)c1-c1ccccc1Br | -2 | / | -10 | 12 | 19 | 9 | / | / | -1 | / | -12
COc1ccc(CNc2ncnc3cc(Cl)ccc23)cc1 | 9 | 2 | 33 | 21 | 15 | -7 | -4 | 8 | 24 | 31 | 3

2 consecutive entries already listed, quoted:
SMILES | C8 TRAIL sens | TLR9-MyD88 inh | NR2F2 inh | TWEAK-Fn14 inh | SRC2 inh | LRH-1 inv ag | SRC1 inh | SRC3 inh | TROY NFkB inh | EBV LMP1 NFkB | NOD2 RIPK2 PPI
CN(CC(=O)NC(=O)NC1CCCCC1)Cc1ccccc1 | 8 | 4 | -6 | -34 | -14 | -30 | -30 | -2 | -27 | -3 | -11
CC(=O)Nc1ccc(-c2csc(Nc3ccc(Cl)cn3)n2)cc1 | 21 | -2 | 23 | 49 | 18 | -25 | -23 | 15 | 9 | 8 | 0

(more compounds)
SMILES | C8 TRAIL sens | TLR9-MyD88 inh | NR2F2 inh | TWEAK-Fn14 inh | SRC2 inh | LRH-1 inv ag | SRC1 inh | SRC3 inh | TROY NFkB inh | EBV LMP1 NFkB | NOD2 RIPK2 PPI
N#Cc1cccc(NC(=O)COC(=O)c2ccc[n+]([O-])c2)c1 | -11 | -10 | 4 | 11 | 28 | -24 | 0 | -15 | 17 | -6 | -2
Cc1cc(C)cc(NC(=O)COC(=O)c2cc(C)oc2C)c1 | 0 | 9 | 7 | 1 | -17 | 8 | 3 | 8 | -10 | 12 | 3
C/C(=N\NC(=O)c1cccnc1)c1c(O)cc(C)oc1=O | 3 | 2 | 16 | 6 | -3 | -11 | -13 | -8 | 1 | 2 | -15
CCOc1cc(-c2nc(-c3ccccc3)c(-c3cc([N+](=O)[O-])ccc3C)[nH]2)ccc1O | 6 | -5 | -3 | 46 | -3 | -7 | -33 | -10 | 5 | -4 | -6
O=C1c2ccccc2C(=O)N1CCOc1cccc(Br)c1 | -6 | -10 | -30 | -47 | -48 | -49 | -29 | -15 | -78 | -4 | -1
CCOc1ccccc1CNS(=O)(=O)c1cc(-c2cc(C)no2)ccc1C | -12 | 1 | 5 | -16 | 5 | 0 | 10 | 7 | 9 | 4 | -1
CCc1c(C)sc2nc3c(C(=O)N4CCOCC4)cc(C(=O)c4ccccc4O)cn3c(=O)c12 | -21 | -2 | -1 | 21 | -12 | -1 | -27 | 22 | 7 | 11 | -9
O=C(NNC(=O)c1ccc2nonc2c1)Nc1ccc(Cl)cc1 | -23 | / | 11 | 5 | -20 | 8 | 6 | 0 | -23 | / | -3
CC[C@@H](CCC=C(C)C)C(=O)N(Cc1ccccc1)c1ccccc1 | 26 | -2 | 4 | -12 | 3 | 16 | 2 | 16 | -5 | 4 | -6
O=C(C1=C(O)C(=O)N(CCCn2ccnc2)C1c1ccccc1)c1ccco1 (centres undefined) | -1 | -6 | / | 8 | / | 13 | -6 | 4 | 11 | -7 | 1
COc1cccc(Nc2nnc(SCc3cc([N+](=O)[O-])cc4c3OCOC4)s2)c1 | 6 | -4 | 11 | 41 | -3 | 0 | 20 | 32 | 30 | 4 | 4
c1csc(-c2csc3nc(CN4CCOCC4)nc(NCc4ccc5c(c4)OCO5)c23)c1 | 17 | -1 | 4 | 7 | -17 | 7 | 9 | 12 | 10 | 4 | 3
CC(=O)Nc1ccc2[nH]c(C)cc(=O)c2c1 | -16 | -7 | 6 | -18 | -5 | -24 | 3 | 9 | -1 | 12 | 8
CCOC(=O)/C=C1\NC(C)(C)Cc2cc(OC)c(O)cc21 | 5 | 3 | 1 | -14 | -3 | 4 | 7 | 7 | 9 | 1 | -10
O=S(=O)(NCC(c1cccnc1)N1CCN(c2ccccc2)CC1)c1cccs1 (centres undefined) | -22 | -6 | 3 | 31 | 0 | -2 | 0 | 6 | 10 | 1 | -8
CCn1c(Cc2ccccc2)nnc1SC(C)C(=O)NC1CC1 (centres undefined) | 1 | 4 | -12 | 8 | -25 | 18 | -27 | 12 | 0 | -5 | 0
CN(N)c1nc(-c2ccccc2)cc(-c2ccccc2)n1 | -4 | 3 | 2 | 12 | -19 | 23 | -3 | 6 | -16 | -4 | -1
COc1cc(S(=O)(=O)N2CC(=O)Nc3ccccc32)ccc1NC(C)=O | -9 | 14 | -10 | 12 | 4 | -4 | 0 | 2 | -15 | -1 | -8
CCNc1nc(Cl)nc(N(NC(C)=O)C(C)CC)n1 (centres undefined) | 6 | 8 | 12 | 10 | -22 | -4 | -11 | 19 | 18 | -7 | -9
C/C(=N/NC(=O)c1cccc(N2CCCC2=O)c1)c1ccncc1 | 1 | -1 | 7 | -3 | -27 | -46 | -42 | -50 | -46 | -13 | -12
CCn1c(=O)c(C(=O)NCc2ccc(Cl)cc2)c(O)c2ccccc21 | -5 | -1 | 13 | -7 | -31 | -5 | -5 | -7 | 20 | 7 | -5
CC(=O)c1ccc(S(=O)(=O)NCCC(=O)NCCc2c[nH]c3ccccc23)cc1 | 0 | -5 | 16 | 1 | 19 | 3 | -1 | 14 | -8 | -6 | -1
CCn1cc(C(=O)N[C@@H](CCSC)C(=O)NCCOC)c(=O)c2cc3c(cc21)OCO3 | -2 | 2 | -4 | 12 | 4 | 13 | -21 | 0 | 5 | 4 | -3
COc1cc(NC(=O)C2CCN(S(=O)(=O)c3ccc4c(c3)CC(C)N4C(C)=O)CC2)cc(OC)c1OC (centres undefined) | -5 | 1 | 24 | -1 | -5 | -14 | -16 | 11 | 12 | -10 | 7
NC(=O)C(=O)N/N=C/c1c[nH]c2ccc(Br)cc12 | -6 | 11 | -2 | -8 | 0 | 9 | -1 | -9 | 2 | -6 | -9
COc1ccc(/C=N/n2c(SC)nnc2-c2ccccc2)c(OC)c1OC | 22 | -2 | -22 | -28 | -45 | 48 | -76 | -67 | 17 | 13 | -8
CCOC(=O)/C(=N\Nc1cc(Cl)ccc1Cl)N1CCOCC1 | 6 | 5 | 13 | -10 | -4 | 5 | 0 | 12 | -1 | 8 | -5
CCc1cccc(CC)c1N(COC)C(=O)Cn1c(CO)nc2ccccc21 | -6 | -10 | -10 | -24 | -37 | 1 | -2 | -16 | -6 | -16 | -3
